# Assay outcomes (PubChem)
# RAD54 branch – inhibitors of human RAD54 branch migration, primary screen, biochemical, fluorescence, single point; DNA repair and recombination protein RAD54-like (Homo sapiens), Q92698; RAD54 Holliday junction branch migration, FAM/BHQ fluorescence; inhibition, % at 10.4 µM; actives 0.14% (n = 360,000);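 active = mean normalized replicate activity at least 40 and at least half of replicates scoring 40 or more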;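 note: 0% = median of neutral control wells and 100% = median of positive control wells; inhibitors cause a drop in the FAM fluorescence signal; in these data hits start at about 50%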
# E-selectin induc – E-selectin induction in HUVECs, primary screen, imaging, HUVEC, immunofluorescence imaging, single point; activation, % at 7.58 µM; P16581; actives 0.37% (n = 260,000); normalized: neutral wells 0, TNF-alpha wells 100;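 active = mean E-selectin-positive cell signal at least 10% of the positive control, reached in at least 60% of replicates, without over 20% cell loss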;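 note: in these data hits start at about 27%; measured in HUVEC primary endothelial cells; signal is the percent of cells scored E-selectin positive by PE staining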
# Target sequence (P16581 whole entry, looked up): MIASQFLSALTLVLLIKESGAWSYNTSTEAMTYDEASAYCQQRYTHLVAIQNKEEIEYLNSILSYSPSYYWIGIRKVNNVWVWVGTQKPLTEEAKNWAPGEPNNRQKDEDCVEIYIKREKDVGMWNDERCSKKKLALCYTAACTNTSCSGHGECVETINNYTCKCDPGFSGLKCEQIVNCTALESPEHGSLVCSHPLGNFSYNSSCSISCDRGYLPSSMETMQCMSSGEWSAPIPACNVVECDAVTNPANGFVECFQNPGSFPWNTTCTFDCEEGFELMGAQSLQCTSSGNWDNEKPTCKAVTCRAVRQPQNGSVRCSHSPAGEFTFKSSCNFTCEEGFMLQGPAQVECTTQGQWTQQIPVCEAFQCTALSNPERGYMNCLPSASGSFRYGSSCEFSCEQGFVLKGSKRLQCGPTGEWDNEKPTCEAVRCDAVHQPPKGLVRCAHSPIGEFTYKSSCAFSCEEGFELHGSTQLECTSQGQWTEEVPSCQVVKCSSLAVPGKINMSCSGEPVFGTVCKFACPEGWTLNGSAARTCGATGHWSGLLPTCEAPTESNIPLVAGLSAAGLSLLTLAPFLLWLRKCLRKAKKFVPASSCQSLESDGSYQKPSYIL
#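 assay system = HUVEC, human umbilical vein endothelial cells | input = 3,000 HUVEC seeded per well | medium = EGM-2 growth medium on 0.1% gelatin-coated wells | dosing = one compound dose added by pin transfer | signal = immunofluorescence imaging | read-out basis = % PE-positive cells | control set = TNF-alpha, DMSO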
# S100A4 inh HTS – inhibitors of S100A4-myosin IIA peptide binding, primary screen, biochemical, fluorescence polarization, TAMRA-MyoIIA peptide; Protein S100-A4 (Homo sapiens), P26447; inhibition, % at 10.7 µM; actives 0.14% (n = 360,000); AID 652163, 2013;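 active = mean inhibition of at least 70% across replicates, with every replicate also reaching that level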
# Target sequence (P26447 whole entry, looked up): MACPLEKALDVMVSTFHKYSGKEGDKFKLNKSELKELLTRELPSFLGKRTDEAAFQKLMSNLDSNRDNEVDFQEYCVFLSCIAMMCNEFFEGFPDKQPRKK
#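 Material: S100A4 monomer (human). Medium: Calcium-containing HEPES buffer, pH 7.2. Probe or stimulus: labelled myosin peptide probe, 5 nM. Compound dosing: one concentration per compound. Timing: polarization read 5 min after assay mix addition, stable 5–60 min. Benchmarks: DMSO as neutral control, TFP as positive control.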
# XiGFP reactiv – activators of inactive X chromosome reactivation, primary screen, imaging, XiGFP fibroblasts, GFP high-content imaging, set 2. XiGFP mouse fibroblasts, % GFP-positive cells imaging, 3 d; cells co-treated with 5-aza-dC sensitizer; scaled so ellipticine positive control = 100%. activation, % at 7.58 µM. actives 0.055% (n = 360,000). AID 743238, 2013;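 active = mean normalized replicate activation at least 10% and every replicate at or above 10%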;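 note: 0% = median of on-plate neutral control wells and 100% = ellipticine 6 µM median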
#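 Assay system – SV40-immortalized XiGFP fibroblast cells, line 68-5-11 · Buffer or medium – DMEM supplemented with 5-aza-dC as sensitizing agent · Dosing – one concentration, pinned · Benchmarks – positive control ellipticine, 6 µM final · Times – 3 days compound exposure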
# esBAF inh – Bmi1 luciferase reporter increase in mESCs, primary screen, esBAF inhibitor project, mouse ES cells, Bmi1 luciferase knock-in, single point. 24 h; 100% = twice the neutral-well signal. reporter increase, % at 12.5 µM. actives 2% (n = 350,000); in the data active = activation above about 40%;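 note: 0% = median of the plate's neutral control wells and 100% = double that signal; a rise in the Bmi1 reporter signal indicates esBAF inhibition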
# RAD52 anneal inh – RAD52 DNA annealing inhibitors, primary screen, biochemical, FRET, single point, set 2 | DNA repair protein RAD52 homolog (Homo sapiens), P43351 | recombinant RAD52 DNA annealing, FRET fluorescence | inhibition, % at 18.7 µM | actives 0.46% (n = 360,000) | AID 651710, 2012;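 active = every replicate showing at least 50% inhibition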
# ERp5 block – inhibitors of ERp5-driven insulin aggregation, primary screen, biochemical, turbidity, absorbance 650 nm, single point. Protein disulfide-isomerase A6 (Homo sapiens), Q15084. 90 min. inhibition, % at 9.99 µM. actives 0.05% (n = 350,000). AID 651711, 2012;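 active = mean replicate inhibition above about 25%, with every replicate also reaching it, limit read from the data, passing the limit was not always enough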
# ERAP1 inh – human ERAP1 aminopeptidase inhibitors, primary screen, biochemical, single point, plate reader. inhibition, % at 10.7 µM. recombinant ERAP1, Leu-AMC fluorescence, 60 min. actives 0.15% (n = 340,000). Endoplasmic reticulum aminopeptidase 1 (Homo sapiens), Q9NZ08;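 active = mean replicate inhibition of at least 30%, or all replicates individually reaching that 30% level; inactive = mean below 30% and not every replicate reaching it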;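 note: 0% = neutral control wells and 100% = L-leucinethiol positive control wells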
# * = called active by the depositor; . = no result given.
# Order of values – RAD54 branch, E-selectin induc, S100A4 inh HTS, XiGFP reactiv, esBAF inh, RAD52 anneal inh, ERp5 block, ERAP1 inh
Cc1ccc(N=Nc2c(O)[nH]c(=O)[nH]c2=O)cc1S(=O)(=O)Nc1ccc(Br)cc1
  -5, 0.3, -4, 0.0, 7, -20, 1, 1
O=C(O)c1ccc(N=NNc2cccc([N+](=O)[O-])c2)cc1
  2, ., 0, 0.2, ., -9, 4, 7
Cc1ccc(S(=O)(=O)N2CCCCC2CCNC(=O)C(=O)NCc2ccncc2)cc1 (configuration not stated)
  ., -0.6, 0, 0.0, ., -12, -2, 0
COC(=O)C1(C)CC1(c1ccccc1)c1ccccc1 (configuration not stated)
  -4, 0.1, -2, -0.1, -7, -2, -1, 2
CCOC(=O)c1c(CC(C)C)csc1NC(=O)COC(=O)c1cnc(C)cn1
  -6, 0.0, -1, -0.1, -3, -6, -4, 1
CC(=O)Nc1ccc(-c2ccnc3c2CC(C(=O)NCC2CCOCC2)O3)cc1 (configuration not stated)
  18, 1.3, -9, 0.4, -4, -5, -7, 5
COc1ccccc1C(=O)NCC(=O)NCc1cc(=O)n(C)c(=O)n1C
  3, ., 1, 0.0, -3, -2, 4, 0
O=C(Cn1c(=O)oc2ccccc21)NCC1COc2ccccc2O1 (configuration not stated)
  5, ., 5, 0.2, ., 0, 1, 2
C[C@@H]1CN([C@H](C)CO)C(=O)Cc2cc(NC(=O)Nc3ccc4c(c3)OCO4)ccc2O[C@@H]1CN(C)S(C)(=O)=O
  11, -3.3, 11, -0.1, 5, 2, 5, 2
Cc1ccccc1C1CC(=O)c2ccccc2C1C (configuration not stated)
  3, 0.1, -2, 0.0, -8, -8, -2, 0
C=CCSc1nc2c(cnn2-c2ccccc2)c(=O)n1N
  1, ., 7, 0.0, ., -15, 2, .
N#Cc1ccc(-c2ccc(C3[C@H]4CNC[C@@H]3N4C(=O)Nc3ccc(F)cc3)cc2)cc1 (some centres not stated)
  ., 0.1, 7, 0.1, ., 42, 2, 1
CCOC(=O)[C@]12CCCC=C1N(Cc1ccc(Cl)cc1Cl)C(=O)[C@H](CC(=O)N1CCN(C(=O)c3ccco3)CC1)C2
  ., ., -5, 0.7, ., -5, 3, 0
CC(C)NC(=O)N1[C@H](CO)[C@@H]2c3ccccc3N(C(=O)C3CCC3)C[C@@H]21
  2, -0.1, 2, 0.0, 1, -4, 0, 1
C[C@H](CO)N1C[C@H](C)[C@@H](CN(C)Cc2ccncc2)Oc2ncc(-c3cccc(C#N)c3)cc2C1=O
  -4, -0.1, 23, -1.2, 5, -3, -3, -1
COc1ccc(-c2ccc([C@H]3[C@@H](C#N)N(C(=O)NC4CCCCC4)[C@H]3CO)cc2)cc1
  6, -0.4, -5, 0.1, 11, -8, 6, -3
COCc1cc(N2CCNC[C@@H]2C)ccc1N1CCN(Cc2ccccc2)[C@H](C)C1
  ., 0.0, -11, 0.0, ., 21, 3, -1
COc1ccccc1/C=C/c1nc2ccccc2c(=O)o1
  3, -0.1, -3, 0.1, 22, -6, 1, -3
COc1ccc(C2=NN(C(=O)c3ccccc3)C(c3ccc(OC)c(OC)c3)C2)cc1OC (configuration not stated)
  -7, -0.1, 1, 0.1, -4, -5, -1, 1
CCCCCCCCC1=NCCc2c1[nH]c1ccccc21
  0, 0.5, -19, 0.0, 1, -9, 2, -2

# Overlap with the part before: four entries, followed by the next part.
# Order of values – RAD54 branch, E-selectin induc, S100A4 inh HTS, XiGFP reactiv, esBAF inh, RAD52 anneal inh, ERp5 block, ERAP1 inh
COCc1cc(N2CCNC[C@@H]2C)ccc1N1CCN(Cc2ccccc2)[C@H](C)C1
  ., 0.0, -11, 0.0, ., 21, 3, -1
COc1ccccc1/C=C/c1nc2ccccc2c(=O)o1
  3, -0.1, -3, 0.1, 22, -6, 1, -3
COc1ccc(C2=NN(C(=O)c3ccccc3)C(c3ccc(OC)c(OC)c3)C2)cc1OC (configuration not stated)
  -7, -0.1, 1, 0.1, -4, -5, -1, 1
CCCCCCCCC1=NCCc2c1[nH]c1ccccc21
  0, 0.5, -19, 0.0, 1, -9, 2, -2
CC(C)(C)NC(=O)c1ccccc1NC(=O)c1ccc2c(c1)OCO2
  0, ., 2, -0.1, -4, -5, 2, -4
COc1cc(C(=O)NNC(=O)c2ccc(NC(C)=O)cc2)cc(OC)c1OC
  7, ., -6, 0.0, ., -2, 1, 4
C=C(C)CNC(=S)Nc1cccc(S(=O)(=O)NC2=NCCC2)c1
  7, 0.9, -1, -0.1, -3, 10, 5, 1
COc1ccc(CCC(=O)N(C)CC(=O)Nc2ccc(N3CCOCC3)cc2)cc1
  -6, 0.6, -4, 0.3, -6, 3, 2, 0
O=C(Nc1nnc(C2CCCCC2)s1)c1cccs1
  -1, -2.0, -4, ., 51*, 7, 2, 1
O=[N+]([O-])c1ccc2nc(C(O)C(O)c3nc4ccc([N+](=O)[O-])cc4[nH]3)[nH]c2c1 (configuration not stated)
  -14, ., 0, 0.1, 14, -13, -2, 0
Cc1cccc(NC(=O)CCC(=O)c2cccs2)n1
  -9, ., -1, 0.2, 16, -14, 2, -1
C[C@@H]1CN([C@@H](C)CO)C(=O)c2cccc(NS(=O)(=O)c3ccc(F)cc3)c2O[C@H]1CN(C)S(=O)(=O)c1ccc(F)cc1
  -2, -0.1, -21, 0.7, -5, 6, 13, 2
COc1ccc(NC(=O)Nc2ccc3c(c2)[C@@H]2C[C@H](CC(=O)NCc4ccccc4F)O[C@@H](CO)[C@@H]2O3)cc1
  1, 3.9, 2, -0.1, 2, 0, 19, 1
CCOc1ccccc1N1C(=O)CC(Sc2ccccc2N)C1=O (configuration not stated)
  7, 0.1, 4, 0.3, 0, -14, -2, -4
COc1ccccc1S(=O)(=O)N(C)C[C@@H]1Oc2cc(C#CCC(C)C)ccc2S(=O)(=O)N([C@@H](C)CO)C[C@@H]1C
  -22, ., 0, -0.1, 1, 39, 0, -6
CC(=O)Oc1c(C)c(=O)n(C)c2ccccc12
  -10, ., 1, 0.1, ., -7, 8, 3
CC(=O)C1=C(C)Nc2ncnn2C1c1ccc(O)cc1 (configuration not stated)
  5, 44*, -4, 0.2, 1, -6, -1, -1
CCOC(=O)C1CCCN(S(=O)(=O)c2ccc3c(c2)NC(=O)CO3)C1 (configuration not stated)
  -9, ., -3, 0.1, -4, -16, 3, 3
NS(=O)(=O)c1cccc(NC(=O)CCN2C(=O)C3CCCCC3C2=O)c1 (configuration not stated)
  -2, ., -4, 0.1, 2, -13, 4, -1
CCN(CC)C(=O)Cn1cc(S(=O)(=O)CC(=O)NCCc2ccc(OC)c(OC)c2)c2ccccc21
  3, 0.3, -2, 0.0, 7, -17, 8, 0
CCCN1C(=O)/C(=C\C=C2\N(CC)c3ccccc3C2(C)C)SC1=S
  -20, 2.9, -43, 0.4, -9, -137, 7, -1
Cc1cc(C)nc(SCCCNCc2c(F)cccc2Cl)n1
  -17, ., -8, 2.5, -4, -3, -1, -1
Cc1noc(C)c1NC(=O)Nc1ccc2c(c1)C(=O)N([C@@H](C)CO)C[C@@H](C)[C@H](CN(C)Cc1ccccc1)OCCCC[C@H](C)O2
  -10, 0.6, -19, 0.3, 3, 2, 0, 0
CC(O)(c1cccc(F)c1)c1nc(-c2ccc3ccccc3c2)cs1 (configuration not stated)
  0, -0.1, -3, -0.1, 29, -14, 4, 0
C[C@@H]1CN([C@@H](C)CO)C(=O)Cc2cc(NC(=O)Nc3ccc4c(c3)OCO4)ccc2O[C@H]1CN(C)C
  3, 384*, -4, 0.0, 3, 10, 5, -3
O=C(Cc1ccon1)c1ccc(O)cc1O
  -12, -0.2, -11, 0.2, -4, 5, 3, -1
O=C(CN1C(=O)c2ccccc2C1=O)NCc1ccc(C(=O)O)cc1
  0, -0.1, -12, 0.4, 5, -4, 0, -3
Oc1ccccc1-c1nc(NCc2ccccc2)c2ccccc2n1
  -4, 0.5, -4, 0.4, -4, -149, 1, 0
O=c1c([N+](=O)[O-])c(N2CCCC2)c2ccccc2n1-c1ccccc1
  4, 3.0, 1, 0.1, -5, -10, 0, 2
CC(Cc1cccs1)NC(=O)Nc1ccc(Cl)cc1 (configuration not stated)
  8, ., 5, ., ., 3, 13, -1
C[C@H]1CCCCO[C@H](CN(C)C)[C@@H](C)CN([C@@H](C)CO)C(=O)c2cc(NS(C)(=O)=O)ccc2O1
  -5, 0.0, 5, 0.3, -5, -30, 2, -2
Cc1ccc(NC(=O)CSc2nnc(CNC(=O)c3ccco3)n2C)cc1
  -2, 0.1, -1, -0.1, 7, 8, 6, 1
COCC(=O)Nc1ccc2c(c1)[C@H]1C[C@@H](CC(=O)NCCN3CCCCC3)O[C@H](CO)[C@H]1O2
  -7, -0.4, -1, 0.2, 0, 20, 1, -2
N#Cc1cccc(NC(=O)CN2C(=O)NC(Cc3ccccc3)C2=O)c1 (configuration not stated)
  ., ., -5, 0.0, -8, -11, 3, 0
CCOC(=O)[C@@H]1[C@H]2COc3ccc(Br)cc3[C@H]2N2C(=O)N(c3ccc(C(F)(F)F)cc3)C(=O)[C@]12C
  4, -0.2, -9, 0.0, 2, 0, -2, 3
Cc1cccc(C)c1NC(=O)C1(C)CSCC(=O)N1Cc1cccc(F)c1 (configuration not stated)
  ., 2.6, 11, 0.2, ., -24, -3, .
COc1ccc(S(=O)(=O)ON=C2CC(C)(C)N(C(C)=O)C(C)(C)C2)cc1
  ., 1.6, 18, 0.4, ., 2, -5, -1
Cc1cc(C(=O)Nc2ccc(C(=O)O)cc2)c(C)o1
  -4, 0.2, -4, 0.0, 0, -7, 4, -2
CCN(CC)C(=O)c1oc2ccc(S(=O)(=O)N3CC(C)CC(C)C3)cc2c1C (configuration not stated)
  -7, ., 0, 0.0, -16, -7, -2, -2
COc1cccc(/C=C/C(=O)OCC(=O)c2ccc3c(c2)NC(=O)CO3)c1OC
  -4, -0.6, -2, 0.1, -2, -8, -8, 6
O=C(NC(Cc1ccccc1)C(=O)O)/C(=C\c1cccc([N+](=O)[O-])c1)NC(=O)c1ccco1 (configuration not stated)
  6, 1.1, -2, 0.6, 3, -7, 1, 0
COCCNC(=O)C[C@@H]1C[C@H]2c3cc(NC(=O)Nc4ccc(F)cc4)ccc3O[C@H]2[C@@H](CO)O1
  4, -0.6, ., 0.0, -1, ., ., .
CC(C)CCOC(=O)C1C2C=CC3(CN(Cc4cccs4)C(=O)C13)O2 (configuration not stated)
  17, -0.3, -4, 0.2, 1, -13, 11, .
COC(=O)Cc1ccc(NC(=S)NCCCN2CCOCC2)cc1
  0, ., -29, 0.0, -7, -6, 1, 0
CC(=O)Nc1cc2cc(NS(=O)(=O)c3ccc(Cl)cc3)ccc2oc1=O
  0, ., -8, 0.1, -7, -10, 3, 2
COc1ccc(CCCc2nnc(SCc3nc4ccccc4c(=O)[nH]3)n2C)cc1C
  6, ., 13, 0.2, 2, 0, 1, 3
C/C=C(\C)C(=O)NCCN1C2=NC[C@H](C(C)C)N2C[C@H]1Cc1ccc(O)cc1
  1, -0.1, -3, 0.2, 2, -8, 2, -1
